# Screening data: PubChem BioAssay, Sanford-Burnham Center for Chemical Genomics
# tim23-1 inh: growth inhibitors of tim23-1 mutant yeast, primary screen, luminescence, uHTS. S. cerevisiae tim23-1 growth, BacTiter-Glo luminescence, 24 h. inhibition, % at 20 µM. hit rate 1.3% among 330,000. AID 463212, 2010;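 active means growth inhibition of the mutant yeast at or above 50%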;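 further: temperature-sensitive mutant grown at 25 °C; plate controls were DMSO-treated mutant yeast for no effect and medium wells lacking yeast for full effect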
# UPR CHOP act: activators of apoptotic CHOP UPR arm, primary screen, cell-based, CHO-CHOP luciferase reporter, luminescence, uHTS | UPR activation; percent of tunicamycin response over DMSO baseline | activation, % at 10 µM | hit rate 0.34% among 330,000 | AID 449763, 2010;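 active means at 10 µM dose, activation of 40% or more, normalized to positive control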;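 further: 100% = tunicamycin at 10 µg/mL and 0% = DMSO alone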
#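 Assay system: CHO-CHOP cells, stable luciferase reporter of PERK-eIF2a-CHOP signalling / Buffer or medium: F12 plus 10% serum / Compound dosing: one dose, 10 µM in 0.5% DMSO / Times: 6 h compound treatment, 37 °C / Technique: luciferase luminescence / Read-out: % reporter activation, DMSO baseline versus tunicamycin full activation / Benchmarks: tunicamycin and DMSO controls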
# APJ antag: antagonists of human apelin receptor APJ, primary screen, CHO-K1 cells, beta-arrestin complementation, luminescence; P35414; inhibition, % at 20 µM; hit rate 0.32% among 330,000; AID 2521, 2010;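 active means inhibition above about 40% at 20 µM, limit read from the data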;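 further: cells challenged with 10 nM apelin-13 agonist together with compound; plate controls were apelin-13 plus DMSO wells for no effect and DMSO wells lacking apelin-13 for full effect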
# CCR6 antagonist: CCR6 receptor antagonists, primary screen, cell-based, CHO-K1, luminescence, beta-arrestin, uHTS; AID 493098, 2011; hit rate 0.49% among 340,000; CHO-K1 CCR6 PathHunter beta-arrestin, CCL20-stimulated; inhibition, % at 20 µM;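 active means compounds whose inhibition of the agonist-driven luminescence signal at 20 µM reaches about 50%, limit read from the data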;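 further: cells stimulated with CCL20 at 14 nM final; plate controls were DMSO with CCL20 for no effect and DMSO without agonist for full effect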
# EBI2 antag: EBI2 receptor antagonists, beta-arrestin recruitment, primary screen, cell-based, luminescence, 7a,25-OHC stimulation, uHTS; G-protein coupled receptor 183 (Homo sapiens), P32249; 7a,25-OHC stimulated; inhibition, % at 5 µM; hit rate 0.81% among 360,000; in the data active means inhibition above about 38%;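 further: enzyme fragment complementation signal reports receptor beta-arrestin coupling in cells; 0% = agonist plus DMSO wells and 100% = wells without agonist; some results beyond the cut were filed as inactive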
# Target sequence (P32249 whole entry, looked up, the tested form may be a part): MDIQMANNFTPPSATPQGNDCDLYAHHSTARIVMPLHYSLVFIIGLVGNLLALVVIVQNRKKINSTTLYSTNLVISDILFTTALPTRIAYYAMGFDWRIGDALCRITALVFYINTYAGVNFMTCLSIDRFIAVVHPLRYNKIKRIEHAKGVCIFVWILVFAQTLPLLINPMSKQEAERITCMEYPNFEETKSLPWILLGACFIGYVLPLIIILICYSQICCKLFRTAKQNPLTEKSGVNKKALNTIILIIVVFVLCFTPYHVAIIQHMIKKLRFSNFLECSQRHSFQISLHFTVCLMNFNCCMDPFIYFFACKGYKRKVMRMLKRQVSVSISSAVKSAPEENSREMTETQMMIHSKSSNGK
# APJ agonist: agonists of human apelin receptor APJ, primary screen, CHO-K1 cells, PathHunter beta-arrestin, luminescence | P35414 | 0% DMSO wells, 100% apelin | activation, % at 20 µM | hit rate 0.11% among 330,000 | AID 2520, 2010;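 active means activation more than six SD over the plate average, tested at 20 µM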;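 further: 0% = DMSO alone and 100% = apelin-13 at 10 nM; some results filed as inactive read as strong as hits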
#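 Incubation: overnight seeding, 90 min compound at 25 °C, 1 h detection; test system: PathHunter CHO-K1 APJ (AGTRL-1) beta-arrestin reporter cells; amount: 1000 cells/well; doses: one dose, 20 µM compound, 1% DMSO; measured by: beta-gal luminescence; measure: agonist-driven arrestin binding to APJ; benchmarks: negative DMSO alone, positive Apelin-13 at 10 nM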
# XBP1 UPR activ: activators of adaptive XBP1 UPR arm, primary screen, cell-based, CHO-XBP1 luciferase reporter, luminescence, uHTS; activation, % at 20 µM; IRE1-XBP1 UPR activation; percent of tunicamycin response, DMSO as zero; hit rate 0.33% among 330,000;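 active means versus positive control, 20 µM dose yields 30% or more activation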;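 further: 100% = tunicamycin at 10 µg/mL and 0% = DMSO only wells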
#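 Material – CHO cell line with stable XBP1 luciferase reporter · Buffer or medium – F12 plus 10% FBS · Compound – single point, 20 µM final compound, 1% DMSO · Schedule – 16-18 h cell attachment at 37 °C, then 6 h compound exposure · Signal – Steady-Glo luminescence read · Benchmarks – high control tunicamycin 10 µg/mL final, low control DMSO vehicle only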
# CXCR6 inh: CXCR6 receptor inhibitors, primary screen, cell-based, beta-arrestin, luminescence, CHO-K1 PathHunter, 1536-well | C-X-C chemokine receptor type 6 (Homo sapiens), O00574 | inhibition, % at 20 µM | hit rate 0.36% among 360,000 | AID 602244, 2012; in the data active means inhibition above about 34%, passing the limit was not always enough;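 further: antagonist mode with CXCL16 agonist at 10 nM final; 0% = 10 nM CXCL16 with DMSO and 100% = unstimulated wells without agonist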
# Target sequence (O00574 whole entry, looked up): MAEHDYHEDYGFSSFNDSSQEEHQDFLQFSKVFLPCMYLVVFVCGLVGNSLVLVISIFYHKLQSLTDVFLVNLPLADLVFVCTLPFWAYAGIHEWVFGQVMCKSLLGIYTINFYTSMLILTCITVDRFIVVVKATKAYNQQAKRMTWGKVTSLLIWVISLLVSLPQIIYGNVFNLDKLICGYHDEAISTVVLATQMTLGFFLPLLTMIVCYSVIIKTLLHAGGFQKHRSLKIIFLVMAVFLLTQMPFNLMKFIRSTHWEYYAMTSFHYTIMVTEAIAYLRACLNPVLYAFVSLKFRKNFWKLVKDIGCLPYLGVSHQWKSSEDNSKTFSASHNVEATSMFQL
# Mdm2 MdmX PPI: inhibitors of human Mdm2-MdmX association, primary screen, cell-based, luminescence, split luciferase, SaOS-2, uHTS; inhibition, % at 8 µM; Protein Mdm4 (Homo sapiens) + E3 ubiquitin-protein ligase Mdm2 (Homo sapiens), …; hit rate 3% among 330,000; SaOS-2 split-luciferase Mdm2/MdmX complementation; AID 485346, 2010;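 active means inhibition of at least 50% at 8 µM in the primary screen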
# Numbers without * were called inactive. These rows are one share of the data; rates above refer to the full screens.
SMILES,tim23-1 inh,UPR CHOP act,APJ antag,CCR6 antagonist,EBI2 antag,APJ agonist,XBP1 UPR activ,CXCR6 inh,Mdm2 MdmX PPI
CC1CCC(NC(=O)CC(NC(N)=O)c2ccccc2Cl)CC1 (stereo unspecified),5,4.5,-2,-7,-12,-4,-1,1,-9
N#C/C(=C/c1ccc(-c2ccccc2[N+](=O)[O-])o1)C(N)=O,-3,-0.4,-6,4,-8,0,6,-11,-8
CCCCC(CC)C(=O)O (stereo unspecified),-4,3.5,1,-3,9,-2,-1,-9,4
Cc1ccc(-c2cnc(C3CC3)o2)cc1S(=O)(=O)Nc1ccccc1,39,0.1,-1,1,14,0,-8,2,61*
CC(C)C[C@H](NC(=O)c1nc[nH]c1C(=O)N[C@@H](CC(C)C)C(=O)OCc1ccccc1)C(=O)OCc1ccccc1,15,-0.2,-8,10,-13,-4,6,1,58*
CCn1cc(S(=O)(=O)NC2CCCCC2)cn1,1,-0.3,12,-1,-12,11,-4,-8,0
O=C(Cc1c(C(=O)O)[nH]c2ccccc12)NC1CCCC1,-3,-1.0,8,-3,-11,-2,-3,-1,15
Cc1csc(SCC(=O)NCc2ccc3c(c2)OCO3)n1,6,1.3,3,0,5,-4,-3,-2,-22
Cc1ccccc1Nc1c(C)c(C)nc2ncnn12,6,-0.9,-5,-1,-18,2,-1,-10,24
O=C(Nc1sc2c(c1C(=O)O)CCC2)c1ccccc1F,16,1.9,1,10,6,-2,0,-9,-9
COc1ccccc1CNC(=O)C1CCN(c2ncnc3c2nc2n3CCCCC2)CC1,13,-2.3,4,-6,-12,2,-2,2,7
CC(=O)NS(=O)(=O)c1ccc(NC(=S)NC(=O)COc2ccccc2C)cc1,12,-0.9,-10,16,-5,-1,-5,7,28
CNC(=O)CS(=O)(=O)CC(=O)Nc1cc(OCCOC)c(Cl)cc1Cl,9,-1.2,1,6,-6,1,-1,-2,-21
CC(=O)Nc1sc2c(c1CN1CCN(C)CC1)CCCC2,5,-0.7,8,-3,-6,-5,-4,-4,0
O=c1[nH]c(SCc2n[nH]c(=S)n2-c2ccccc2)nc2ccccc12,9,-0.7,-2,9,9,2,-4,8,0
COc1ccccc1CCNC(=O)CCn1c(=O)c2cccn2c2ccc(F)cc21,19,1.2,7,2,1,1,-4,-2,6
CC(NC(=O)Cc1ccccc1)c1nc2ccccc2[nH]1 (stereo unspecified),7,2.4,-3,4,-7,2,-4,6,-10
Cc1nnc(NC(=O)CCCN2C(=O)c3ccccc3C2=O)s1,-1,-1.4,-8,-5,-4,2,-5,4,-13
CC1(C)CC(=O)C(Sc2ccccc2)=C(O)C1,2,-0.5,7,9,-7,1,3,-2,9
Cc1cc(C(=O)NCC(=O)OCC(=O)N(C)C2CCCCC2)ccc1[N+](=O)[O-],5,-1.8,12,3,1,-4,1,6,13

# Two compounds picked at random from those above, as already listed:
SMILES,tim23-1 inh,UPR CHOP act,APJ antag,CCR6 antagonist,EBI2 antag,APJ agonist,XBP1 UPR activ,CXCR6 inh,Mdm2 MdmX PPI
O=C(Nc1sc2c(c1C(=O)O)CCC2)c1ccccc1F,16,1.9,1,10,6,-2,0,-9,-9
CCn1cc(S(=O)(=O)NC2CCCCC2)cn1,1,-0.3,12,-1,-12,11,-4,-8,0

# Further structures follow.
SMILES,tim23-1 inh,UPR CHOP act,APJ antag,CCR6 antagonist,EBI2 antag,APJ agonist,XBP1 UPR activ,CXCR6 inh,Mdm2 MdmX PPI
O=C(CCl)NCc1c(Cl)cccc1-n1cccc1,-12,1.4,-17,-10,-2,-6,-1,12,56*
Cc1ccc(C(=O)N2CCN(c3ccccc3)CC2)cc1S(=O)(=O)N1CCOCC1,15,1.2,-12,7,1,5,-2,-3,4
COc1ccccc1NC(=O)N1CCN(C(=O)c2ccco2)CC1,-7,4.0,-31,3,-11,-1,-6,-5,11
COc1ccc(-c2cc(C(=O)NCCN3CCOCC3)no2)cc1OC,-2,-0.4,17,2,-1,-1,0,2,4
CN1c2cccc3cccc(c23)N(C)C1(C)C,13,-0.9,-28,2,-2,5,1,0,20
Cc1ccc(C(=O)N/C(=C/c2cccs2)C(=O)N2CCCCC2)cc1,24,0.6,2,17,-1,-3,-2,-6,9
CCOc1ccc(NC(=O)CN(C)C(=O)CCCc2c[nH]c3ccccc23)cc1OCC,-6,-0.7,5,8,3,-4,1,-1,1
CCC(CO)n1c(SCc2cc([N+](=O)[O-])cc3c2OCOC3)nc2ccccc2c1=O (stereo unspecified),30,2.2,11,9,20,0,-4,8,18
CC(=O)Nc1ccc(/C=C/C(=O)c2ccc3c(c2)OCCO3)cc1,37,6.4,13,11,10,0,-3,8,-15
CCN(CC)S(=O)(=O)c1ccc(N2CCOCC2)c(NC(=O)C(=O)c2c(-c3ccccc3)cc3ccccn23)c1,6,0.4,-10,-13,13,-2,2,6,14
COc1ccc(CC(C)N2CCN(Cc3ccccc3)CC2)c(OC)c1 (stereo unspecified),11,-3.0,5,5,12,-2,-1,4,12
O=c1c2c(nc3nc(Cc4ccccc4)[nH]n13)CCC2,14,0.2,12,3,-4,1,-3,-7,10
O=C(O)Cc1sc(Nc2cccc3ccccc23)nc1-c1ccc(Cl)cc1,6,0.1,5,6,6,2,-1,7,12
COc1ccc(NC(=O)C2C3C=CC(C3)C2C(=O)O)cc1 (stereo unspecified),9,1.6,-10,3,-8,-2,-1,3,9
O=C(NCc1cccnc1)c1ccc(COc2ccccc2Br)o1,5,-2.0,8,1,-4,0,-4,-6,12
C/C(=N\N=C\c1ccccc1F)c1nnn(-c2nonc2N)c1C,6,3.2,8,7,-7,-2,2,2,-10
O=C(NCC1CCCO1)c1ccc(N2CCCCC2)c([N+](=O)[O-])c1 (stereo unspecified),4,1.9,30,25,0,-3,0,-24,0
Cc1cccc(-n2nc3c(c2NC(=O)CCC2CCCCC2)CS(=O)C3)c1C (stereo unspecified),0,-1.9,9,4,-5,-2,-2,0,2
COc1cc(/C=C2/C(=N)N3N=C(CC(=O)N4CCOCC4)SC3=NC2=O)ccc1OCc1ccccc1,5,0.5,10,6,6,-2,-3,3,-25
CNC(=S)NNC(=O)c1noc(C)c1C(=O)N1CCN(C(c2ccccc2)c2ccccc2)CC1,12,-2.0,3,14,11,-4,-2,6,-26
O=C(N/N=C/c1cc(Br)c(Br)o1)c1ccc2c(c1)OCCO2,53*,5.5,-1,12,0,0,-1,-4,-19
Nc1ccc(Cl)c(S(=O)(=O)Nc2cccc(Cl)c2)c1,5,1.0,-2,1,0,-1,-2,-1,11
CC(OC(=O)c1ccc2c(=O)n3c(nc2c1)CCC3)C(=O)Nc1ccc(C(N)=O)cc1 (stereo unspecified),12,1.2,-13,-9,-13,-2,-4,4,-12
COc1ccc(S(=O)(=O)Nc2ccc(Nc3ccccc3)cc2)cc1,48,-0.2,-2,10,26,4,-1,0,18
O=C(Cc1ccccc1)NC1CCN(S(=O)(=O)c2ccc(C(=O)O)cc2)CC1,9,0.0,-12,5,-7,-2,-3,2,-19
COC(=O)COc1cccc(NC(=O)COc2ccccc2)c1,2,-1.8,-22,-30,-11,-2,-3,4,-8
Cc1ccc(-n2nc(C)cc2NC(=O)CC#N)cc1,18,-0.5,10,6,-1,-2,-2,6,4
CN(c1ccc(OC(=O)CN2C(=O)NC3(CCCC3)C2=O)cc1)S(=O)(=O)c1ccccc1,-9,-0.1,7,5,-8,-5,1,-9,7
COc1ccc(S(=O)(=O)N2CCC(C(=O)N[C@@H](C)C(=O)NC3CCCC3)CC2)cc1,-8,-2.3,2,6,-7,5,-4,-20,21
Cc1cccc(N(CC(=O)NCc2ccco2)C(=O)CNS(=O)(=O)c2ccc(F)cc2)c1,10,0.5,1,15,8,3,-3,0,-11
CCN(CC)C(=O)c1ccc(C(=O)c2ccccc2)cc1,2,0.8,9,-6,-10,-3,1,-8,15
CCN(CC)CCC(=O)NC(C)(C)Cc1ccc(O)cc1,-3,-0.3,19,-3,-8,1,-1,-4,21
Cc1nn(C(C)(C)C)c(C)c1/C=N/OC(=O)Nc1ccc(Cl)c(Cl)c1,36,-9.8,7,7,3,-5,-10,-15,32
COc1ccc(CNc2nc(SCC(=O)NCc3ccco3)nc3ccccc23)cc1,2,1.4,4,5,8,-4,-1,9,15
COc1ccc(CNc2nc(-c3cccnc3)nn2C(=O)c2cccs2)cc1,11,2.7,4,12,24,-1,7,8,-4
Cc1nnc(SCC(=O)NNC(=O)CC#N)[nH]c1=O,-11,1.4,7,1,-7,-2,-4,-2,19

# Among those listed so far, these contain an NH in an aromatic ring:
SMILES,tim23-1 inh,UPR CHOP act,APJ antag,CCR6 antagonist,EBI2 antag,APJ agonist,XBP1 UPR activ,CXCR6 inh,Mdm2 MdmX PPI
CC(C)C[C@H](NC(=O)c1nc[nH]c1C(=O)N[C@@H](CC(C)C)C(=O)OCc1ccccc1)C(=O)OCc1ccccc1,15,-0.2,-8,10,-13,-4,6,1,58*
O=C(Cc1c(C(=O)O)[nH]c2ccccc12)NC1CCCC1,-3,-1.0,8,-3,-11,-2,-3,-1,15
O=c1[nH]c(SCc2n[nH]c(=S)n2-c2ccccc2)nc2ccccc12,9,-0.7,-2,9,9,2,-4,8,0
CC(NC(=O)Cc1ccccc1)c1nc2ccccc2[nH]1 (stereo unspecified),7,2.4,-3,4,-7,2,-4,6,-10
CCOc1ccc(NC(=O)CN(C)C(=O)CCCc2c[nH]c3ccccc23)cc1OCC,-6,-0.7,5,8,3,-4,1,-1,1
O=c1c2c(nc3nc(Cc4ccccc4)[nH]n13)CCC2,14,0.2,12,3,-4,1,-3,-7,10
Cc1nnc(SCC(=O)NNC(=O)CC#N)[nH]c1=O,-11,1.4,7,1,-7,-2,-4,-2,19
